# Compound activity (PubChem)
# PKA-R2B activ: PKA-R2B complex activation. P22694+P31323. PKA-R2B holoenzyme dissociation, Cy5-IP20 fluorescence polarization; R2B truncated from residue 108, S112A mutant; 0% DMSO only, 100% 113 µM cGMP. activation, % at 11.4 µM. 340,000 compounds, 0.079% hits;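 active = activation above a cutoff set at the mean over all compounds plus 3 SD, cut at about 18% in these data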;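 also: higher means more holoenzyme dissociation and a rise in polarization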
# PvdQ inh: P. aeruginosa PvdQ acylase inhibition. purified PvdQ acylase, fluorescence plate reader. inhibition, % at 10 µM. 340,000 compounds, 0.063% hits; in the data active = inhibition above about 30%, passing the limit was not always enough;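 also: 0% = vehicle neutral wells and 100% = reference inhibitor wells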
# C-LANA FP: inhibitors of KSHV LANA C-terminal domain DNA binding; MBP-C-LANA/FAM-LBS DNA binding, fluorescence polarization; inhibition, % at 9 µM; 340,000 compounds, 0.078% hits; AID 504423;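 active = highest replicate inhibition at or above 60% at 9 µM, even if other replicates fall short; inactive = all replicates below 60% inhibition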;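 also: 0% = neutral control wells and 100% = 4 µM acridine orange control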
# RTF Ca sens inh: cardiac RTF calcium desensitization; P19429+P45379; IANBD-labeled cardiac RTF, Ca2+ fluorescence; inhibition, % at 7.15 µM; 340,000 compounds, 0.12% hits; AID 493244;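 active = inhibition above the mean inhibition of all tested compounds plus 3 SD, cut at about 17% in these data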;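 also: assay run at fixed EC70 calcium of 1.6 mM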
# DAGLB inh: blocks human DAGLB lipase activity. HEK293T DAGLB membrane lysate, EnzChek fluorogenic substrate. inhibition, % at 5.17 µM. 340,000 compounds, 0.059% hits. AID 504411; in the data active = inhibition above about 34%;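 also: 0% = enzyme with vehicle and 100% = wells lacking enzyme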
# Target sequence (Q8NCG7 whole entry, looked up): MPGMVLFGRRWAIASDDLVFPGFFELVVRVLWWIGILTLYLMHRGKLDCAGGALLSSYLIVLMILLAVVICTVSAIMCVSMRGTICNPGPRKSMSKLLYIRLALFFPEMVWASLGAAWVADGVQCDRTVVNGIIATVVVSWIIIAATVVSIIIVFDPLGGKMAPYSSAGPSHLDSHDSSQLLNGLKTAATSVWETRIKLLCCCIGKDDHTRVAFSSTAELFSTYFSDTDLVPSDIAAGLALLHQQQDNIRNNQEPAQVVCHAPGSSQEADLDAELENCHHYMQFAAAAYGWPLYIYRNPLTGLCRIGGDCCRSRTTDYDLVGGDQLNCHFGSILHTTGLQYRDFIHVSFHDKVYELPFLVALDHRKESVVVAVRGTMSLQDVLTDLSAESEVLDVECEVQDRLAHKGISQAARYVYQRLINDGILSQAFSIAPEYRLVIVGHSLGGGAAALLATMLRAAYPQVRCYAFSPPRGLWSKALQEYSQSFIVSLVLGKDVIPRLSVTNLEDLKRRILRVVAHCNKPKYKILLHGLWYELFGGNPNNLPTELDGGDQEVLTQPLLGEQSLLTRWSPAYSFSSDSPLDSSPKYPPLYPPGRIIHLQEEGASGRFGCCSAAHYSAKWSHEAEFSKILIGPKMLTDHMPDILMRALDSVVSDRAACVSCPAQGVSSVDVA
# SR-BI HDL uptake: inhibitors of mouse SR-BI mediated HDL lipid uptake | ldlA[mSR-BI] CHO cells, DiI-HDL uptake fluorescence, 3 h | inhibition, % at 12.5 µM | 320,000 compounds, 0.96% hits;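 active = mean replicate inhibition of at least 70% and a set share of replicates each scoring 70 or more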;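 also: 0% = median of neutral control wells and 100% = median of positive control wells; values of inactives mirror those of a sister screen read the other way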
# Arrestin-AP2 inh: blocks beta-arrestin peptide binding to AP2 adaptin; FITC-arrestin peptide / GST-AP2 beads, flow cytometry; AP2 beta2 appendage carries R879A mutation; inhibition, % at 10 µM; 340,000 compounds, 0.31% hits; AID 504490;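 active = inhibition above a set limit, near 3 SD of compounds lacking own fluorescence, cut at about 54% in these data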;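 also: plate controls were DMSO wells for no effect and 5 µM unlabelled arrestin peptide for full effect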
#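 system = GST-tagged AP2 beta2-adaptin appendage (R879A) on 4 µm glutathione beads | reagent = FITC-labelled arrestin peptide probe, 50 nM final | schedule = compound with beads 12 min RT, then probe 1 h RT | signal = HyperCyt-sampled flow cytometry, FL1 channel, ex 488/em 535 nm | read-out = percent response from loss of bead-bound FITC fluorescence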
# NSD2 inh: NSD2 (human) methyltransferase inhibition; 310,000 compounds, 0.54% hits; inhibition, % at 12.5 µM; O96028; NSD2 peptide methylation, AlphaScreen, 120 min; in the data active = inhibition above about 50%
# SR-BI DiI-HDL act: activators of SR-BI mediated HDL lipid uptake; activation, % at 12.5 µM; CHO ldlA[mSR-BI] cells, DiI-HDL uptake fluorescence, 3 h; 100 = double the neutral-control signal; 320,000 compounds, 0.096% hits; AID 504775;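 active = mean replicate activation of at least 60% and every replicate at or above 60%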;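 also: 0% = median plate neutral-control signal and 100% = twice that signal; values of inactives mirror those of a sister screen read the other way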
#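 Test system: SR-BI-overexpressing, LDLR-lacking CHO cells; Also added: labelled HDL, 10 µg/mL; Measured by: bottom-read cell fluorescence after medium removal, ex 550/em 595 nm; Timing: 3 h uptake period with compound, 37 °C; Buffer or medium: F12, 0.5% BSA, 25 mM HEPES; Doses: single compound concentration, delivered by pin transfer.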
# Keap1-Nrf2 PPI: disrupts human Keap1 binding to Nrf2 peptide. Q14145. Keap1 Kelch-Nrf2 peptide fluorescence polarization, 1536-well. inhibition, % at 9.4 µM. 340,000 compounds, 0.15% hits; in the data active = inhibition above about 12%;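 also: human Keap1 Kelch domain with fluorescein labeled Nrf2 9mer peptide probe; 0% = neutral control wells and 100% = peptide positive control; higher means more block of Keap1 binding to Nrf2 peptide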
# Active calls of the source: *; / = not tested or not shown.
# The first 13 records as a preview:
SMILES,PKA-R2B activ,PvdQ inh,C-LANA FP,RTF Ca sens inh,DAGLB inh,SR-BI HDL uptake,Arrestin-AP2 inh,NSD2 inh,SR-BI DiI-HDL act,Keap1-Nrf2 PPI
COC(=O)c1ccc(Oc2c(C)oc3c(CN4CCN(C)CC4)c(O)ccc3c2=O)cc1,-8,-3,0.3,-5,2,-27,7,1,27,-6
N#CC(=Nc1ccccc1)c1ccccc1,5,-12,-1.1,2,-5,-7,1,-1,7,-5
O=C(CNC(=O)c1ccc(Cl)cc1Cl)OCC(=O)c1ccc2c(c1)OCCO2,-2,0,-0.1,-7,-3,-1,-10,-2,1,-3
O=S(=O)(Nc1ccc2cn[nH]c2c1)c1cc(Br)ccc1Br,-1,-7,-0.8,-9,2,-24,7,/,24,-1
Nc1nc2c3ccccc3nc(Cc3ccccc3)n2n1,6,-9,-0.2,3,2,-16,4,-1,16,-4
C/C(N)=C(/C#N)C(=O)CSc1nc2ccccc2c(=O)n1Cc1ccc(C)cc1,4,-1,1.1,3,-1,-12,34,-1,12,-3
COc1cccc(CNC(=O)Cn2c(=O)oc3cc(S(=O)(=O)N4CCCCC4)ccc32)c1,3,-6,0.6,-9,0,-13,26,-2,13,-1
CCOc1cc([N+](=O)[O-])cc2c1C(=O)Nc1ccccc1O2,-3,-9,0.7,-10,2,-6,-7,1,6,-5
COc1ccc(S(=O)(=O)N2CCOCC2)cc1NC(=O)COC(=O)C1CC1C (configuration not stated),-1,-11,-1.4,4,1,3,0,-3,-3,-3
CC(C)C[C@H]1CN=C(Nc2ccccc2)N1CC(C)C,0,9,1.3,-7,-2,9,34,/,-9,0
COc1cc(CN(C)CCc2ccccc2)ccc1OCc1ccccc1,-2,-14,-0.3,-6,-3,9,-1,11,-9,-2
Cc1cc(C)nc(-n2nc(C)cc2NC(=O)C(C)C)n1,-2,-10,0.3,4,-1,-11,0,-2,11,0
C=CCSc1nnc(-c2cc(Br)ccc2N)c(=O)[nH]1,-1,6,0.7,-5,0,-1,0,/,1,-4

# Results, from the start:
SMILES,PKA-R2B activ,PvdQ inh,C-LANA FP,RTF Ca sens inh,DAGLB inh,SR-BI HDL uptake,Arrestin-AP2 inh,NSD2 inh,SR-BI DiI-HDL act,Keap1-Nrf2 PPI
COC(=O)c1ccc(Oc2c(C)oc3c(CN4CCN(C)CC4)c(O)ccc3c2=O)cc1,-8,-3,0.3,-5,2,-27,7,1,27,-6
N#CC(=Nc1ccccc1)c1ccccc1,5,-12,-1.1,2,-5,-7,1,-1,7,-5
O=C(CNC(=O)c1ccc(Cl)cc1Cl)OCC(=O)c1ccc2c(c1)OCCO2,-2,0,-0.1,-7,-3,-1,-10,-2,1,-3
O=S(=O)(Nc1ccc2cn[nH]c2c1)c1cc(Br)ccc1Br,-1,-7,-0.8,-9,2,-24,7,/,24,-1
Nc1nc2c3ccccc3nc(Cc3ccccc3)n2n1,6,-9,-0.2,3,2,-16,4,-1,16,-4
C/C(N)=C(/C#N)C(=O)CSc1nc2ccccc2c(=O)n1Cc1ccc(C)cc1,4,-1,1.1,3,-1,-12,34,-1,12,-3
COc1cccc(CNC(=O)Cn2c(=O)oc3cc(S(=O)(=O)N4CCCCC4)ccc32)c1,3,-6,0.6,-9,0,-13,26,-2,13,-1
CCOc1cc([N+](=O)[O-])cc2c1C(=O)Nc1ccccc1O2,-3,-9,0.7,-10,2,-6,-7,1,6,-5
COc1ccc(S(=O)(=O)N2CCOCC2)cc1NC(=O)COC(=O)C1CC1C (configuration not stated),-1,-11,-1.4,4,1,3,0,-3,-3,-3
CC(C)C[C@H]1CN=C(Nc2ccccc2)N1CC(C)C,0,9,1.3,-7,-2,9,34,/,-9,0
COc1cc(CN(C)CCc2ccccc2)ccc1OCc1ccccc1,-2,-14,-0.3,-6,-3,9,-1,11,-9,-2
Cc1cc(C)nc(-n2nc(C)cc2NC(=O)C(C)C)n1,-2,-10,0.3,4,-1,-11,0,-2,11,0
C=CCSc1nnc(-c2cc(Br)ccc2N)c(=O)[nH]1,-1,6,0.7,-5,0,-1,0,/,1,-4
COc1ccc(NC(=O)C2=C(C)C(=O)OC23CCC(C)CC3)c(OC)c1 (configuration not stated),-15,6,0.3,-1,1,30,-1,/,-30,-5
CC1CCCC(NC(=O)CSc2ccc(F)cc2)C1C (configuration not stated),-9,-11,1.2,3,-2,2,-2,-4,-2,-6
Cn1c(=O)c2c(SCc3ccccc3)nc(C3CC3)nc2n(C)c1=O,-6,-3,-2.1,4,-2,16,30,-2,-16,4
COc1ccc(CCNC(=O)c2noc(C)c2[N+](=O)[O-])cc1OC,-2,-8,-1.5,-3,0,22,-12,1,-22,-1
Cc1sc(N/N=C/C=C/c2ccccc2)nc1-c1ccccc1,-5,10,-0.6,-3,-4,58,3,-1,-58,0
O=C(NC(=S)N1CCCC1)c1ccccc1,-5,-12,-1.5,2,-1,-7,20,6,7,1
ONC(=Nc1ccc(Cl)cc1)c1ccc(Cl)cc1,3,-2,-1.4,1,2,15,-2,0,-15,2
O=C(CC1SC(N2CCCCC2)=NC1=O)Nc1cccc(C(=O)NCc2ccccc2)c1 (configuration not stated),-6,3,-1.1,-7,0,5,-9,2,-5,8
Cc1cccc(NC(=O)CC2NCCNC2=O)c1 (configuration not stated),-14,-17,0.4,-9,0,-5,12,0,5,-1
CC(OC(=O)c1cccc(S(=O)(=O)N2CCCC2)c1)C(=O)c1ccccc1 (configuration not stated),-7,5,-2.2,4,-7,5,18,-3,-5,-4
CC(CCc1ccccc1)NC(=O)CCNS(=O)(=O)c1ccccc1 (configuration not stated),-7,-13,0.6,6,-1,-38,-8,-3,38,-3
CC(=O)Nc1ccccc1NC(=O)COc1cccc2ccccc12,4,1,1.7,-7,-3,-14,29,0,/,-2
# Additional entries
SMILES,PKA-R2B activ,PvdQ inh,C-LANA FP,RTF Ca sens inh,DAGLB inh,SR-BI HDL uptake,Arrestin-AP2 inh,NSD2 inh,SR-BI DiI-HDL act,Keap1-Nrf2 PPI
CC(C)(C)CC(=O)Nc1cccc2c1CCCC2,-2,-8,0.4,-3,0,-3,-6,1,3,-4
COc1cc2c(cc1OC)CN(CC(=O)NC(=O)NC1CCCCC1)CC2,-11,2,-0.8,-4,1,-18,4,0,18,1
CC(C)(C)NC(=O)c1ccc2c(c1)N(CC(=O)N1CCCCC1)C(=O)C(C)(C)O2,-1,-12,2.0,-7,3,-21,0,0,21,3
CCn1c(SCC(=O)Nc2oc(-c3ccccc3)c(-c3ccccc3)c2C#N)nnc1-c1cc(OC)cc(OC)c1,6,-6,-1.2,-1,3,33,3,0,-33,-2
O=C(O)c1cnc(-c2ccccc2)nc1-c1ccccc1,0,-6,-0.1,10,1,6,6,0,-6,-2
COCCOC(=O)C1=C(C)NC2=C(C(=O)CC(C)(C)C2)C1c1ccc2c(c1)OCO2 (configuration not stated),3,-10,0.8,1,0,-1,2,-1,1,0
O=C(CN(C(=O)Cn1nnc(-c2cccs2)n1)c1cnc2ccccc2c1)NCC1CCCO1 (configuration not stated),2,3,1.4,4,1,2,-1,-6,-2,3
CC1CCC(NC(=O)c2cc3c(=O)n(C)c4ccccc4c3n2C)CC1 (configuration not stated),8,-3,-0.7,-4,0,10,9,/,-10,-4
COC(=O)[C@@H]1C[C@H]2CC[C@H](O)C[C@H]2N1Cc1ccc(Cl)cc1,-5,-14,-1.2,-8,2,6,-2,/,-6,-3
CCCOC(=O)NC1CCS(=O)(=O)C1 (configuration not stated),4,-14,-1.5,6,1,-22,1,-1,22,-7
Cc1[nH]c(=O)[nH]c(=O)c1S(=O)(=O)N1CCOCC1,9,-6,0.6,-4,1,-11,9,-5,11,1
CC(=C/c1ccccc1)/C=N/NC(=O)c1cc(C)oc1C,-10,-11,0.2,-10,-2,6,-9,0,-6,1
Cc1occc1C(=O)N/N=C/c1ccc(-c2ccccc2)cc1,-1,7,-0.4,8,-6,28,11,-2,-28,2
c1ccc(C2CC(c3ccccc3)C(c3ccccc3)N2)cc1 (configuration not stated),-5,-14,3.3,-5,-8,2,-1,-2,-2,0
O=C1NCC(O)=C1C=NCCCO,-3,-6,-3.3,-4,2,-3,-2,-3,3,-1
COc1ccc(Cc2nnc(-c3ccc(F)cc3)o2)cc1OC,-3,-10,-0.8,-3,-4,/,-4,/,/,-4
CC(C)(C)C(=O)Nc1cc(S(=O)(=O)Nc2ccc(Cl)cc2)ccc1O,-5,7,1.8,0,5,-33,39,1,33,-1
COc1ccc(-c2c(C#Cc3ccsc3)c3cc(-c4ccc5c(c4)OCCO5)ccc3n2C)cc1,8,-12,-0.1,2,-3,34,3,/,-34,-5
COCCCNc1nc2ccccc2nc1NS(=O)(=O)c1cccc(C)c1,-11,3,-0.6,-5,-1,-17,25,0,17,1
O=C(Nc1ccccc1)OCCOc1ccccc1Br,4,-11,1.8,2,-5,14,2,-3,-14,0
COc1cc(C=O)cc(Br)c1OCC(N)=O,-11,-10,-0.6,-8,0,-15,-2,-5,15,0
Cc1ccc(NC(=O)CN2C(=O)CC(C)S(=O)(=O)c3ccccc32)cc1 (configuration not stated),3,-4,2.1,3,-1,-31,-10,12,31,-2
CCc1nnc(NC(=O)Cn2ccc(C(F)(F)F)n2)s1,-5,8,0.6,15,0,-2,1,9,2,0
CCN(CC)C(=O)CC(c1ccc(N(C)C)cc1)c1c(OC)cc(OC)c2c(-c3ccccc3)cc(=O)oc12 (configuration not stated),6,-9,4.7,-3,1,-12,-6,/,12,4
CN1CCN(S(=O)(=O)c2cccc(C(=O)N(C)Cc3c(F)cccc3Cl)c2)CC1,-1,2,-1.2,-2,-4,-29,2,-1,29,-6
COc1cc(C(=S)N2CCN(C(c3ccccc3)c3ccccc3)CC2)cc(OC)c1O,-11,-11,0.1,-11,-4,-20,-15,12,20,1
Cc1ccc(NC(=O)COC(=O)COc2ccc3ccc(=O)oc3c2)cc1[N+](=O)[O-],0,-12,1.1,-5,-4,-3,-4,-3,3,-1
